High-throughput results: PubChem, several laboratories
Tat export inh: E. coli Tat transport inhibition | inhibition, % at 10 µM | E. coli MC4100 TorA-mCherry Tat export, fluorescence | 340,000 tested, 0.036% active;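 active means mean replicate inhibition at least 50% and at least half of replicates individually reaching 50%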;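 further: exported cargo escapes ClpAP degradation while cytoplasmic cargo is degraded and loses fluorescence; 0% = median of neutral control wells and 100% = median of NaSCN control wells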
AddAB inh: less growth of phage-infected E. coli with AddAB; E. coli expressing H. pylori AddAB, absorbance growth; inhibition, % at 11.9 µM; 330,000 tested, 0.29% active; AID 435030; in the data active means inhibition above about 12%;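 further: 0% = vehicle wells of infected cells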
CAL PDZ FP-1: blocks peptide binding to human CAL PDZ domain; 330,000 tested, 0.02% active; purified CAL PDZ, TMR-peptide fluorescence polarization, 1 h; Q9HD26; AID 504414; inhibition, % at 20 µM;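 active means highest replicate inhibition of at least 40%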;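 further: plate controls were DMSO neutral control wells for no effect and unlabeled competitor peptide control wells for full effect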
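Control set: unlabelled peptide and DMSO controls / Material: purified CerCALP PDZ construct / Timing: 1 h incubation at room temperature before polarization reading / Doses: 20 µM, one dose / Detection: fluorescence polarization (mP)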
Wnt bcat act: activators of Wnt/beta-catenin signaling; activation, % at 9.35 µM; 300,000 tested, 1.2% active; Wnt/beta-catenin reporter cell assay, activator, plate reader; AID 743398; in the data active means activation above about 30%, passing the limit was not always enough;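 further: 0% = neutral control wells and 100% = positive control wells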
E coli growth: counter-screen for AddAB inhibitors: E. coli growth inhibition; E. coli V3065 growth, OD600 absorbance, 18 h; 330,000 tested, 0.27% active; inhibition, % at 11.9 µM; AID 449728;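 active means inhibition above the campaign's mean inhibition across all tested compounds plus 3 SD, cut at about 9.9% in these data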;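 further: uninfected addAB+ strain grown without phage in ampicillin broth; 0% = DMSO wells and 100% = ciprofloxacin 0.95 µg/ml wells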
SR-BI DiI-HDL act: activators of SR-BI mediated HDL lipid uptake | CHO ldlA[mSR-BI] cells, DiI-HDL uptake fluorescence, 3 h; 100 = double the neutral-control signal | activation, % at 12.5 µM | 320,000 tested, 0.096% active;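 active means mean replicate activation of at least 60% and every replicate at or above 60%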;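 further: 0% = median plate neutral-control signal and 100% = twice that signal; values of inactives mirror those of a sister screen read the other way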
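Material: SR-BI-overexpressing, LDLR-lacking CHO cells | Dosing: Single compound concentration, delivered by pin transfer | Probe or stimulus: Labelled HDL, 10 µg/mL | Signal: Bottom-read cell fluorescence after medium removal, ex 550/em 595 nm | Schedule: 3 h, 37 °C | Evaluation: HDL uptake via cellular fluorescence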
MITF TRPM1 HTS: increases MITF-driven TRPM1 promoter luciferase signal. SK-MEL-5 TRPM1-promoter luciferase, 24 h; % of positive control, neutral wells = 0. activation, % at 12.5 µM. 300,000 tested, 0.75% active. AID 588334;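 active means mean activation of at least 80% with every replicate also reaching 80%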;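 further: 0% = neutral control wells and 100% = parthenolide positive control wells; values of inactives mirror those of a sister screen read the other way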
phage Ecoli inh: E. coli growth loss with phage present | 360,000 tested, 0.26% active | inhibition, % at 11.9 µM | growth absorbance; in the data active means inhibition above about 11%
SR-BI HDL uptake: inhibitors of mouse SR-BI mediated HDL lipid uptake; ldlA[mSR-BI] CHO cells, DiI-HDL uptake fluorescence, 3 h; inhibition, % at 12.5 µM; 320,000 tested, 0.96% active; AID 488896;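 active means mean replicate inhibition of at least 70% and a set share of replicates each scoring 70 or more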;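 further: 0% = median of neutral control wells and 100% = median of positive control wells; values of inactives mirror those of a sister screen read the other way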
Target sequence (Q61009 whole entry, looked up): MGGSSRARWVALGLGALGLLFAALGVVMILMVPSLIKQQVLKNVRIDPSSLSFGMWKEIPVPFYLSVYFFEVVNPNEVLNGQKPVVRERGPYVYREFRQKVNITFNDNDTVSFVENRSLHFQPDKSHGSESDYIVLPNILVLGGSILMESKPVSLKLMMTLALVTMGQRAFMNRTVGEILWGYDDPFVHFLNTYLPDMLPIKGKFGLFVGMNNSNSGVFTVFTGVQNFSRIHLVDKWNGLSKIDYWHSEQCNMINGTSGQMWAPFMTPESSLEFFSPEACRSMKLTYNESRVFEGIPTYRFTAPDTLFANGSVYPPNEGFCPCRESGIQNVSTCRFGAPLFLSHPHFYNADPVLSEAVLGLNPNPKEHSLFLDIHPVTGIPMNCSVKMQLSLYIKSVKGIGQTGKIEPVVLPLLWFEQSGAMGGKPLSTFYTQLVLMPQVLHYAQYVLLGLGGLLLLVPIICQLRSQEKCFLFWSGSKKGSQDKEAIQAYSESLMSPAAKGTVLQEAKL
CAL PDZ FP-2: CAL PDZ (human) peptide binding inhibition. Q9HD26. 300,000 tested, 0.92% active. purified CAL PDZ, TMR-peptide fluorescence polarization, 1 h. AID 602252. inhibition, % at 24.9 µM;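 active means mean inhibition of at least 30% with at least half of replicates also reaching 30%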;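 further: 0% = DMSO neutral control and 100% = excess unlabeled competitor peptide PRC23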
Numbers without * were called inactive; x = not tested or not shown. Random draw from the library. Share with any hit: about 3.6%.

Values run as follows: Tat export inh, AddAB inh, CAL PDZ FP-1, Wnt bcat act, E coli growth, SR-BI DiI-HDL act, MITF TRPM1 HTS, phage Ecoli inh, SR-BI HDL uptake, CAL PDZ FP-2
1: CCOC(=O)N1CCN(Cc2nc(-c3ccc(C)cc3)no2)CC1
 : -1.5, -0.9, -0.6, 0.2, -4.1, -5.0, -11.9, 1.1, 5.0, -5.1
2: COc1ccc(/C=N/N=C2\SC(CC(=O)O)C(=O)N2c2ccccc2)cc1 (stereo not drawn)
 : -8.0, 0.0, -3.0, -1.9, -0.7, 16.9, -15.0, 3.5, -16.9, -16.1
3: COCCNCCCOc1ccc(Cl)cc1Br
 : 2.5, 5.0, -4.0, 7.5, 0.7, 9.6, 6.8, 8.2, -9.6, -0.7
4: Cc1cccc(-n2nc([N+](=O)[O-])c(=NCc3cccnc3)n2O)c1
 : -1.7, 6.3, -2.5, 3.1, 3.8, -3.5, -12.3, 3.3, 3.5, -1.0
5: CC(c1ccccc1)N1CC(C(=O)Nc2nccs2)CC1=O (stereo not drawn)
 : -1.2, 1.7, -1.8, -1.7, -0.5, 7.2, 4.6, -0.1, -7.2, 0.0
6: c1ccc(Oc2cccc(OCCCCSc3ncccn3)c2)cc1
 : 2.4, 1.3, -3.1, -2.0, 0.4, -11.7, 4.0, 4.3, 11.7, 0.0
7: CCCOc1ccc(-c2c(C(=O)N/N=C/c3ccccc3OCC)nnn2-c2nonc2N)cc1
 : 3.8, -0.8, -0.4, -3.0, 0.8, 11.1, -8.2, -0.9, -11.1, -4.7
8: CCCc1cc(CNC(=O)C2CCC(=O)N(Cc3ccccc3F)C2)on1 (stereo not drawn)
 : 0.3, 2.3, -0.2, 0.5, -0.5, -9.2, 13.7, -0.2, 9.2, -6.5
9: CCOC(=O)C1C(c2ccccc2)C(C(=O)OCC)C1c1ccccc1 (stereo not drawn)
 : 3.1, 0.6, -2.9, 0.2, -1.9, 13.8, 10.1, 1.6, -13.8, -3.9
10: Cc1ccc(COC(=O)c2ccc3c(c2)C(=O)N(CCCN2CCOCC2)C3=O)cc1
 : -3.6, 0.4, -3.4, -3.4, -0.5, 16.8, -4.9, -0.1, -16.8, -1.1
11: COCCNC(=O)C1CC(c2ccc(F)cc2)=NO1 (stereo not drawn)
 : -5.4, 3.0, -1.0, 0.8, -0.4, 57.0, x, 1.9, -57.0, x
12: O=C(NCCc1ccc(C(F)(F)F)cc1)C1COc2ccccc2O1 (stereo not drawn)
 : 4.3, 4.2, 0.5, 0.2, -1.3, 24.3, 2.3, 0.2, -24.3, -5.9
13: O=C(Cc1ccccc1)N/N=C/c1cccn1-c1ccc([N+](=O)[O-])cc1
 : 15.1, 4.5, -1.2, x, 1.0, -56.1, -0.9, 0.9, 56.1, -1.1
14: Cc1cc(C(=O)OCC(=O)N2CCC(c3ccccc3)=N2)ccc1[N+](=O)[O-]
 : -6.4, -0.7, -0.4, 1.4, -0.2, -10.4, 8.9, 2.6, 10.4, 7.5
15: COc1ccc(CNC(=O)C(=O)NCC2OCCN2S(=O)(=O)c2ccc3c(c2)OCCO3)cc1 (stereo not drawn)
 : -3.5, 0.5, -0.2, -1.0, -0.4, 34.6, x, 3.0, -34.6, -0.4
16: Cc1cc2oc(=O)cc(CN3CCCCC3)c2cc1C(C)C
 : 3.7, -5.5, x, 22.8, -0.4, -24.7, -11.6, 0.6, 24.7, -21.9
17: C=CCn1c(C)cc(C(=O)COc2ccc(S(=O)(=O)N3CCCC3)cc2[N+](=O)[O-])c1C
 : 2.4, 1.6, -1.7, -3.4, 0.8, -25.7, 21.2, 1.2, 25.7, 1.5
18: CC(OC(=O)c1ccc(NC(=O)CC#N)cc1)C(=O)Nc1ccc(Oc2ccccc2)cc1 (stereo not drawn)
 : -4.3, 0.3, -3.1, -4.7, -1.0, -25.1, -9.8, 2.3, 25.1, -8.2
19: CC1=CC(C)C2(CO)COC(c3cccnc3)C1C2C (stereo not drawn)
 : 5.9, 0.3, -3.2, -5.1, 0.1, 20.1, 16.7, 4.1, -20.1, -6.8
20: Cc1ccc[n+](CC(=O)Nc2cc(C(F)(F)F)ccc2Cl)c1
 : 2.9, 1.6, -2.0, x, -0.6, 7.1, 3.8, -0.5, -7.1, -2.0

The last two records of the part before come first, to join the parts.
Values run as follows: Tat export inh, AddAB inh, CAL PDZ FP-1, Wnt bcat act, E coli growth, SR-BI DiI-HDL act, MITF TRPM1 HTS, phage Ecoli inh, SR-BI HDL uptake, CAL PDZ FP-2
19: CC1=CC(C)C2(CO)COC(c3cccnc3)C1C2C (stereo not drawn)
 : 5.9, 0.3, -3.2, -5.1, 0.1, 20.1, 16.7, 4.1, -20.1, -6.8
20: Cc1ccc[n+](CC(=O)Nc2cc(C(F)(F)F)ccc2Cl)c1
 : 2.9, 1.6, -2.0, x, -0.6, 7.1, 3.8, -0.5, -7.1, -2.0
21: COc1ccc(-c2csc(N(CCCN3CCOCC3)C(=O)c3ccco3)n2)cc1
 : 4.4, -1.6, -2.2, x, -1.9, -38.9, x, 1.3, 38.9, 0.5
22: CC(C)[C@H](NC(=O)[C@@H]1CSC2c3ccccc3C(=O)N21)C(=O)NC1CCCCC1 (stereo partly drawn)
 : -2.2, 1.5, -3.1, -3.3, -1.8, 8.9, -6.8, -2.5, -8.9, -2.9
23: CCOc1ccccc1/C=C(/NC(=O)c1ccccc1)C(=O)NCC(=O)O
 : -3.9, -1.1, 0.1, -1.3, -1.3, 19.2, 1.7, 1.5, -19.2, -1.1
24: CCOC(=O)C(=N/O)/C(C)=N/NC(=O)C(=O)Nc1ccc(Cl)cc1
 : -11.5, 0.9, -2.1, -2.3, 1.4, -19.8, 5.1, 1.7, 19.8, x
25: O=C1CN(C(=O)CCCc2c[nH]c3ccccc23)c2ccccc2N1
 : -5.8, 1.0, x, x, 0.1, -30.2, -19.2, -1.4, 30.2, 0.8
26: Cc1ccc(S(=O)(=O)N2CCN(C(=O)c3ccc(N4CCCC4)c([N+](=O)[O-])c3)CC2)cc1
 : -0.2, -1.2, -0.3, -1.6, -0.6, -16.6, 28.2, 1.5, 16.6, -4.8
27: CCC(Sc1nc2ccncc2[nH]1)C(=O)Nc1ccc(C)c(Cl)c1 (stereo not drawn)
 : 5.9, 1.1, -2.5, -0.4, 3.1, x, -19.8, 3.9, x, x
28: Cc1cccc(OCC(=O)Nc2cc(C)ccc2O)c1
 : -4.7, 5.9, 0.0, x, 4.5, x, 1.5, 0.9, x, -2.9
29: Cc1ccccc1NC(=O)CSc1nnc(C2CC2)n1CC1CCCO1 (stereo not drawn)
 : -5.7, 3.3, -2.6, 0.1, 0.6, 17.0, -2.2, 5.4, -17.0, -3.0
30: CC(C)C1CC(CCNCc2ccc(N(C)C)cc2)(c2ccccc2)CCO1 (stereo not drawn)
 : 6.6, 3.5, -0.3, -4.1, 2.4, -3.8, -71.9, 3.8, 3.8, x
31: COc1cccc(CN2C(=NC(=O)C3CC3)SC3CS(=O)(=O)CC32)c1 (stereo not drawn)
 : -3.7, 4.2, 0.3, -2.1, 0.0, 13.4, 7.9, 2.1, -13.4, x
32: CCOc1ccc(CN(C)Cc2cc(=O)oc3cc(C)c(Cl)cc23)cc1
 : 3.2, 20.2*, -0.8, 2.0, 15.1*, 12.7, -1.9, 2.0, -12.7, 0.2
33: Cc1csc(NC(=O)CN2C(=O)COc3ccc(Cl)cc32)n1
 : -1.3, 0.9, -3.2, -3.6, 2.1, 15.3, 3.0, 4.4, -15.3, -0.5
34: CC(C)(CNC(=O)c1ccc(-c2cccc(C(F)(F)F)c2)o1)N1CCOCC1
 : -5.5, 0.3, -2.4, -2.5, -0.9, 15.8, 6.2, 2.9, -15.8, -0.2
35: COc1ccc(NC(=O)N(C)C[C@H]2Oc3ccc(NS(=O)(=O)c4cccs4)cc3C(=O)N([C@@H](C)CO)C[C@@H]2C)cc1
 : 4.3, 4.9, 0.1, -1.0, 1.5, 5.5, -2.4, 2.7, -5.5, 15.4
36: Cc1cc(C)nc(N/C(=N\S(=O)(=O)Cc2ccccc2)Nc2ccc(F)c(Cl)c2)n1
 : 6.0, -1.8, -2.6, -2.6, -1.1, -15.0, 5.5, 4.0, 15.0, -1.1
37: Cc1cc(C)c2c(=O)cc(C(=O)NCc3ccccc3)oc2c1
 : 5.1, 0.2, -0.8, -0.7, 0.2, -11.6, 6.2, 4.3, 11.6, -5.7
38: Cc1ccnc(NC2(C(F)(F)F)N=C(c3ccccc3)NC2=O)c1 (stereo not drawn)
 : 3.2, 2.0, -1.6, -3.2, 0.7, 12.9, -1.4, 0.9, -12.9, 1.0
39: CC(C)(C)NC(=O)CN(C(=O)CNS(=O)(=O)c1ccc(Cl)cc1)c1ccc2c(c1)OCCO2
 : 9.5, 0.9, -3.4, -2.5, -0.9, 8.1, -3.3, 2.6, -8.1, -3.2
40: COc1ccc(S(=O)(=O)N2CCOCC2)cc1NC(=O)COC(=O)C1CCC1
 : -8.4, 0.8, -1.1, -4.2, -1.8, 10.3, 5.6, 3.1, -10.3, -2.5
41: CCCOc1ccc(CC2CCC(=O)NC2=O)cc1 (stereo not drawn)
 : 0.4, 0.5, -1.2, 1.5, -0.9, 13.1, 6.8, 5.5, -13.1, 1.8
42: COC(=O)c1ccc(-c2nc3ccccc3[nH]2)cc1
 : 7.1, 2.4, -4.2, x, 0.8, -12.2, 15.4, 3.5, 12.2, 2.9
43: COc1cc(CNCC2CCCO2)ccc1OCC(N)=O (stereo not drawn)
 : -1.0, -1.1, -1.2, -0.9, 0.3, 27.4, 5.8, 4.6, -27.4, -2.0
44: O=C(NC1CC1)c1scc2c1OCCO2
 : -0.4, -1.2, 1.6, x, -3.8, 12.3, 13.4, 1.9, -12.3, 0.0
45: Cc1ccc(NC(=O)c2nc[nH]c2C(=O)NC2CCN(C(=O)OC(C)(C)C)CC2)cc1
 : -6.4, 1.1, 0.2, -1.6, -0.3, 8.6, -5.9, 3.2, -8.5, -1.8
46: NC(=O)c1nsc(C(=O)N(c2ccccc2)C(C(=O)NCc2ccc(F)cc2)c2ccc(O)cc2)c1N (stereo not drawn)
 : -2.6, -0.5, -0.7, -2.2, -2.3, x, -10.9, 0.2, x, 1.3
47: CC(C)(C)OC(=O)N1CCCC1C(=O)N1CCc2ccccc21 (stereo not drawn)
 : 0.3, -1.1, -1.7, x, 0.9, 25.6, -4.2, 4.2, -25.6, 4.6
48: O=S(=O)(NCc1ccccc1Cl)c1cccs1
 : 3.1, -0.3, 0.3, 0.2, -1.3, -9.3, 6.0, 2.6, 9.3, -9.9
